Bioassay records deposited in PubChem by National Center for Advancing Translational Sciences (NCATS).
B2AR arrestin: agonists driving beta-arrestin recruitment to human beta2-adrenergic receptor; Potency, µM (top dose mostly 46.1 µM), without a hit: at the top dose activation, hits mostly activators; 0.02% of 330,000 active; beta-arrestin recruitment to beta2AR, cell-based reporter;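 note: potency is the fitted concentration of half-maximal effect; 0% = DMSO controls and full agonism = EC100 isoproterenol or metaproterenol; nearly all actives have a fitted effect of over 65% in size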
GALK inh: galactokinase (human) inhibition | P51570 | Purified GALK, Kinase-Glo residual ATP luminescence | Potency, µM (top dose mostly 57.5 µM), without a hit: at the highest dose activity change, negative = inhibition, hits mostly inhibitors | 0.007% of 270,000 active; note: potency is the fitted concentration of half-maximal effect
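Luminescence from leftover ATP (Ultra-Glo luciferase/luciferin) served as read-out after a 1 h room-temperature reaction of 5 nM GALK with 35 uM ATP and 100 uM galactose.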
PKM2 activator: PKM2 (human) enzyme activation; P14618; purified PKM2, Kinase-Glo ATP luminescence, activation; response scale: 0% is enzyme alone, no compound; Potency, µM (series often up to 57.5 µM), without a hit: top-dose activation, usual class: activators; 0.34% of 260,000 active; note: potency is the fitted concentration of half-maximal effect; nearly all actives have a fitted effect of over 55% in size
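Purified hPK-M2 (>95% pure) converted ADP (0.1 mM final) to ATP with 0.5 mM PEP in 50 mM imidazole pH7.2, KCl, MgCl2, Tween 20, BSA; 1 h at room temperature. ATP detected by Kinase-Glo luminescence.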
USP2a block: inhibitors of human ubiquitin-specific protease USP2a | O75604 | USP2 core, Ub-CHOP2 coupled fluorogenic reporter, 485/531 | 0.01% of 330,000 active | AID 463254 | Potency, µM (titrated, usually from 38.3 µM), for the others: at the top dose activity change, negative = inhibition, usual class: inhibitors;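 note: potency is the fitted concentration of half-maximal effect; plate controls were DMSO wells for no effect and full inhibition by NEM control for full effect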
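USP2 core (10nM final) preincubated 30min RT with compound in 20mM Tris-HCl pH 8.0, 2mM CaCl2, 2mM beta-mercaptoethanol, 0.05% CHAPS; 25nM Ub-CHOP2 plus 25nM reporter substrate added, fluorescence (Ex485/Em531) read after 60min.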
KCNH2 WT inh: blocks the wildtype human KCNH2 potassium channel; U2OS, BacMam KCNH2, thallium flux FluxOr; active compounds read low; activity change, % at 1.84 µM; 0.37% of 340,000 active; AID 720551;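 active = maximum activity change below -70%; inconclusive = maximum activity change between -70% and -50%; inactive = maximum activity change above -50%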
Target sequence (Q12809 whole entry, looked up): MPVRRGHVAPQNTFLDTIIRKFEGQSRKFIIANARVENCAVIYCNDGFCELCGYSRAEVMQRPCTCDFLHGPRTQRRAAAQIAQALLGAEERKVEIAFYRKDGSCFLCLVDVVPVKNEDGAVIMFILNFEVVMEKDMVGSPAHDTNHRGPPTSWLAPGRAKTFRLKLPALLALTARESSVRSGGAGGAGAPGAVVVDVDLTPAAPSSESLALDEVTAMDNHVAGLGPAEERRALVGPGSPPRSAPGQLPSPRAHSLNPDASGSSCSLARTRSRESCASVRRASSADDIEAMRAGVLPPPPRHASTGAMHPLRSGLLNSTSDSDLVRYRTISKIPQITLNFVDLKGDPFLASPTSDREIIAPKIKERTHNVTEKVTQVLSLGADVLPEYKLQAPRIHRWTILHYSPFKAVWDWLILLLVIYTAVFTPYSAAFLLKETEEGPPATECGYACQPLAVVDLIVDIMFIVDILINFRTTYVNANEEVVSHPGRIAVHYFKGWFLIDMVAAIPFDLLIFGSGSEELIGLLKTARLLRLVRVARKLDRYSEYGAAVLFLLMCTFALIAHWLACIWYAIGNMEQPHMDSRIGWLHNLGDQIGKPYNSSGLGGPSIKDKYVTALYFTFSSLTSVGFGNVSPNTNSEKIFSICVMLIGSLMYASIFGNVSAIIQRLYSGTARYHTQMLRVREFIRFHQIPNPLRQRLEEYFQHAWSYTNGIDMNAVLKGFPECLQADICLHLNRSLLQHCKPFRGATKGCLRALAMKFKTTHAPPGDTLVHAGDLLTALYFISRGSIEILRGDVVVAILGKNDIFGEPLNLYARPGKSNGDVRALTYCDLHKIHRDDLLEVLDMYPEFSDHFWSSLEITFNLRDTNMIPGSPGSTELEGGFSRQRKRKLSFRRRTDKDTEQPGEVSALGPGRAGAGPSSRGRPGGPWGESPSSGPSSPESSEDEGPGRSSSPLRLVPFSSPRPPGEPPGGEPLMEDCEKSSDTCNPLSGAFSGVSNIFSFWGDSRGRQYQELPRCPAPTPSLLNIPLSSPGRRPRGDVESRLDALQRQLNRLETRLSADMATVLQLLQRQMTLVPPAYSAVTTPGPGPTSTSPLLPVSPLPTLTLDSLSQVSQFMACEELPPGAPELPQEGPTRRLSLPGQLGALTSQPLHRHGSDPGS
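U2OS cells transduced with wild-type KCNH2 virus are loaded with FluxOr dye for 45 min, and thallium flux is measured in kinetic reads before and after stimulation buffer. Rate constants are normalized to DMSO controls.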
Giardia kill: kills Giardia lamblia. Giardia lamblia trophozoite viability. activity change, % at 7.66 µM, hits read low. 0.15% of 340,000 active. AID 540267; in the data active = activity change below about -80%; inconclusive = between about -30% and that limit;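 note: parasites exposed to compound for two days anaerobically before the ATP read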
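Viability, read as ATP luminescence: trophozoites at 100 cells/well, compound added, 48 hrs anaerobic at 37 deg C, then 15-30 min room-temperature development before reading.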
FBPA coupling cs: counter-screen for Giardia aldolase inhibitors: coupling enzyme system | coupling enzyme system counterscreen, AmpLite Red fluorescence | activity change, negative = inhibition, % at 58.2 µM, hits read low | 0.67% of 290,000 active | AID 2472; in the data active = activity change below about -30%
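First, compound is pin-transferred into glyceraldehyde-3-phosphate coupling-enzyme reagent at 57.5 uM final and held 10 min at RT. Next, substrate, coupling system and AmpLite Red are added. After 20 min RT, fluorescence (525/598 nm) is read.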
KCNH2 3.1 block: inhibitors of human KCNH2 3.1 potassium channel isoform; 0.95% of 340,000 active; AID 720553; activity change, % (tested at about 1.8 µM); U2OS KCNH2 3.1, thallium flux FluxOr; active compounds read low;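 active = maximum activity change below -70%; inconclusive = maximum activity change from -70% to -50%; inactive = maximum activity change above -50%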;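 note: thallium influx rate constant from kinetic fluorescence after stimulation buffer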
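Channel expression came from 3.1 mutant virus (1.77 x 10^8 /mL) applied to suspended U2OS cells for 4 h. Flux was tracked with FluxOr dye plus Red40 quencher, and kinetic rate constants normalized to controls.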
BCR signal inh: chronic active BCR signaling inhibition | Potency, µM (highest dose often 46.1 µM), for inactives: top-dose ratio change, negative = lower green/red ratio, usual class: inhibitors | ABC-DLBCL IkBa-CBG/CBR reporter, luminescence ratio, 4 h | AID 493014 | 0.05% of 340,000 active; active = well fitted inhibition curve with a large enough effect in the signal ratio, with a control signal flat, not every such curve was filed as active; inconclusive = small, poorly fitted or top-dose-only effect, or effect the other way, or a change in a side signal; the % refers to the signal ratio;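 note: potency is the fitted concentration of half-maximal effect; plate controls were basal doxycycline-induced cells for no effect and cells given 10 µM MG132 for full effect; MG132 reads +100%, hits lower the ratio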
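TMD8 human ABC-DLBCL cells with doxycycline-inducible IκBα–green luciferase fusion and unfused red luciferase, in 0.5% FBS medium; compounds up to 46 uM, 4 h at 37C. Green/red luminescence ratio, filter-overlap corrected, fitted to concentration-response curves.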
Eya2 inh: Eya2 (human) phosphatase inhibition. 0.006% of 330,000 active. recombinant Eya2, OMFP fluorescence dephosphorylation (OMFP is methylfluorescein phosphate). AID 488837. O00167. Potency, µM (highest dose often 76.9 µM), for the others: at the top dose activity, negative = inhibition, usual class: inhibitors; note: potency is the fitted concentration of half-maximal effect
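Eya2 protein (added as 0.2 uM solution) was preincubated with compound for 10 min at ambient temperature in 50 mM HEPES pH 7.5, 50 mM NaCl, 5 uM MgCl2, 0.05% BSA, 1 mM DTT. OMFP (added at 50 uM) then reacted 10 min; fluorescence read at 485/525 nm.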
uPA surface inh: cell surface uPA generation inhibition; Potency, µM (doses to about 38.3 µM), for the others: at the highest dose activity change, negative = inhibition, usual class: inhibitors; cell surface uPA generation assay, qHTS; 0.31% of 330,000 active; active = well fitted inhibition curve with a large enough effect; inconclusive = small, poorly fitted or top-dose-only effect; inactive = no such curve, though single readings can be large or run the other way; tested in mouse RAW 264.7 cells; note: potency is the fitted concentration of half-maximal effect; nearly all actives have a fitted effect of over 55% in size
The depositor's hits bear a star; ? = inconclusive; . = no result given. Unless noted, calls come from the whole dose curve; as a rule, active = well fitted curve in the direction sought with a large enough effect; inconclusive = small, poorly fitted or top-dose-only effect, or another doubt; inactive = no such curve, though single readings can be large; an effect the other way counts as inactive or inconclusive. Unless noted, % is set by controls: 0 for no effect and ±100 for the full control effect.

SMILES	B2AR arrestin	GALK inh	PKM2 activator	USP2a block	KCNH2 WT inh	Giardia kill	FBPA coupling cs	KCNH2 3.1 block	BCR signal inh	Eya2 inh	uPA surface inh
CC[C@]12c3[nH]c4ccc(Cl)cc4c3CCN1C(=O)[C@@H](CC(=O)NCCN1CCOCC1)C[C@@H]2C(=O)N1CCN(C(=O)C2CC2)CC1	-0.3%	.	.	-1%	-2	-11	.	-4	-1%	-3%	-3%
CCCCN(CC)CCCNC(=S)Nc1ccc2nc3n(c(=O)c2c1)CCCCC3	-0.2%	0%	-2%	-1%	-1	-1	1	-11	1%	-2%	-11%
Cc1ccc(S(=O)(=O)N2CCOCC2)cc1NC(=O)CSc1nnc(NC2CC2)s1	-0.2%	.	.	-1%	1	-3	.	3	0%	28%	-14%
CC(C)[C@H](NC(=O)c1cc2cc(Cl)ccc2n1C)C(=O)N1CCC(C(=O)O)CC1	-0.3%	.	.	-1%	1	-2	8	4	9%	-1%	3%
COc1ccc(NC(=O)CSc2nc(C)cs2)c([N+](=O)[O-])c1	-0.8%	.	.	2%	-20	-7	.	-1	?	-4%	0%
Cc1ccc2oc(=O)c3cc(C(=O)NCCN4CCN(C)CC4)sc3c2c1	-0.2%	-4%	-7%	-4%	-4	-10	4	2	16%	2%	-8%
COc1ccc(C(=O)Nc2cc3c(cc2N2CCCCC2)n(C)c(=O)n3C)cc1OC	-0.1%	-2%	.	-12%	-10	-3	-3	2	0%	-2%	-3%
CCSc1nnc(NC(=O)CN2C(=O)C3CC=CCC3C2=O)s1 (stereo unspecified)	0.3%	-3%	2%	3%	8	-12	3	10	5%	-16%	10%
COC(=O)Nc1ccc2c(c1)N(C(=O)CCCl)c1ccccc1S2	-0.7%	2%	.	0%	19	-25	1	2	?	-1%	-10%
S=c1[nH]nc(C2CC2)n1Cc1ccccc1	0.1%	10%	-1%	2%	11	-11	-7	-3	0%	4%	-6%
CC12CN3CCN(CC(C3)C1(O)CN1CCOCC1)C2 (stereo unspecified)	-0.3%	11%	-3%	1%	0	-17	5	-10	-6%	-14%	7%
Cc1cccc(NC(=O)c2cc(NC(=O)c3ccco3)ccc2Cl)n1	-0.2%	3%	6%	-2%	28	1	-1	-9	23µM*	-43%	-11%
Cc1ccc(S(=O)(=O)Nc2cccnc2Oc2ccc(Cl)cc2)cc1	-0.7%	.	11%	3%	-4	-7	-3	-22	8%	-1%	-1%
O=C(CCCNC(=O)c1ccc(Cl)cc1)NCc1ccccc1F	-0.3%	-4%	-7%	1%	-2	-23	-5	-6	0%	5%	4%
Cc1nnc(NC(=O)CSc2nnc(Cc3ccccc3)n2-c2ccccc2)s1	.	5%	-4%	.	1	11	5	4	.	.	-4%
Cc1cccc[n+]1CC(=O)/C=C1\N(C)c2ccccc2C1(C)C	-0.8%	.	-4%	2%	2	8	1	3	0%	7%	-5%
CC1=NN(c2ccc(N)cc2)C(=O)C1	1.0%	3%	-2%	3%	-5	4	-26	10	3%	34%	6%
CCOC(=O)C1=C(C)Nc2ccccc2N=C1NC(=O)Cc1ccc(Br)cc1	-0.6%	0%	4%	4%	0	16	3	5	-9%	-2%	-2%
O=c1[nH]c(C2CCN(S(=O)(=O)c3ccc4c(c3)OCCO4)CC2)nc2c1nnn2Cc1ccc(F)cc1	-0.2%	-1%	.	-14%	-1	13	7	-9	?	-9%	0%
COc1cc(Br)c(C2C(C#N)=C(N)Oc3n[nH]c(-c4cccnc4)c32)cc1OC (stereo unspecified)	3.2%	3%	-27%	2%	1	6	-6	3	-1%	6%	-1%
COCCn1c(SCC(=O)Nc2cc(Cl)ccc2OC)nc2c(c1=O)SC(C)C2 (stereo unspecified)	0.3%	-2%	8%	-9%	-8	-12	0	-1	4%	-15%	8%
COc1ccc(CCC(=O)Nc2c(C)n(C)n(-c3ccccc3)c2=O)cc1	0.2%	0%	2%	1%	-7	?	1	3	?	13%	-3%
O=C1CNC(=S)N1CCCn1ccnc1	-0.1%	-2%	3%	0%	2	-6	3	-27	0%	-3%	1%
CN(C)/C(CN1CCN(C=O)CC1)=C1\N=C(c2ccccc2)OC1=O	-0.7%	-1%	0%	2%	-2	1	-2	-13	-1%	-8%	.
N#CCC(=O)Nc1ccc(C(=O)OCC(=O)Nc2sc3c(c2C#N)CCCC3)cc1	-0.1%	.	.	0%	-1	-5	.	1	-19%	23%	9%
CCc1ccc(-c2nc(CS(=O)CC(=O)O)c(C)o2)cc1 (stereo unspecified)	-1.3%	.	-2%	1%	-7	-14	3	14	?	11%	0%
CCCCN(CC)CCNC(=O)c1cn(C)c(=O)c2c1c1ccccc1n2C	-1.1%	-2%	.	-2%	13	-1	3	10	6%	12%	15%
CC(C)NC(=S)NC(=O)/C=C/c1ccc(F)cc1	-0.6%	2%	0%	1%	-6	-9	-1	3	0%	7%	0%
CCOC(=O)C1=C(C)NC(=O)NC1c1ccc(OC)c(CN2CCOCC2)c1 (stereo unspecified)	-0.3%	2%	-1%	-1%	-9	-9	4	-2	-15%	16%	6%
COc1ccc(C(=O)CSc2nc3ccccc3n2CC(=O)c2ccccc2)cc1	0.3%	3%	-2%	1%	3	-16	10	2	4%	0%	-1%
Oc1ccc(N2CCN(C(c3cccnc3)c3nnnn3Cc3ccccc3)CC2)cc1 (stereo unspecified)	0.0%	-3%	-13%	-2%	0	3	-11	4	-6%	13%	-20%
COC(=O)c1cccc(NC(=O)CCNC(=O)c2ccc([N+](=O)[O-])cc2)c1	0.0%	-3%	25%	4%	26	10	1	6	-1%	6%	3%
COc1ccc(C2/C(=C(/O)c3ccccc3)C(=O)C(=O)N2C)c(OC)c1 (stereo unspecified)	0.2%	5%	0%	-1%	8	9	4	2	10%	4%	-5%
Cc1ccccc1N1CCN(c2ccc(NC(=O)C3CCCCC3C(=O)O)cc2)CC1 (stereo unspecified)	0.5%	1%	-2%	-1%	0	-11	6	-10	11%	3%	0%
C=C[C@]1(C)C=C2CCC3[C@](C)(CCC[C@@]3(C)C(=O)O)C2CC1 (stereo partly specified)	-0.6%	.	.	-6%	-11	-14	.	-3	?	-12%	-6%
CCn1c(=O)c([N+](=O)[O-])c(NC2CCS(=O)(=O)C2)c2ccccc21 (stereo unspecified)	-0.7%	-1%	0%	1%	1	22	1	-44	0%	3%	-3%
COc1ccc(-c2cc(C(F)(F)F)n3nc(C(=O)N4CCN(C(=O)c5ccco5)CC4)cc3n2)cc1	-0.4%	.	2%	5%	1	11	-4	0	?	-3%	12%
CC(C(=O)Nc1ccc(OCc2ccccc2)cc1)N1CCCC1 (stereo unspecified)	-0.5%	-1%	-3%	1%	3	-7	5	-8	1%	-9%	1%
CCn1c(=O)c([N+](=O)[O-])c(NCc2ccco2)c2ccccc21	-0.7%	-2%	2%	2%	2	-26	1	-3	?	1%	7%
CCCc1nnc(NC(=O)CN2CCN(C)CC2)s1	.	4%	1%	.	0	8	4	-1	.	.	3%
Cc1cc(Nc2ccc(C)c(C)c2)n2nc(C)nc2n1	-0.2%	0%	-1%	0%	-9	1	2	-2	3%	-11%	-3%
NC(=O)CSc1nnc(-c2cc(-c3ccc(Cl)cc3)nc3ccccc23)o1	-0.3%	8%	6%	3%	4	19	2	32	4%	-6%	3%
C=CCSC(=S)NC1CCS(=O)(=O)C1 (stereo unspecified)	-0.7%	1%	3%	0%	1	18	-1	-4	0%	11%	-5%
O=C(COC(=O)/C=C/c1ccccc1)NCc1ccc2c(c1)OCO2	-0.3%	.	.	-1%	2	-17	.	7	1%	-1%	4%
O=C(Cn1nnc(-c2ccccc2)n1)NCc1cccs1	-1.0%	-1%	-3%	-1%	9	4	3	5	-1%	-11%	7%
CCOc1ccc(N2C(=O)CC(N3CCN(C(=O)c4ccco4)CC3)C2=O)cc1 (stereo unspecified)	5.4%	0%	2%	0%	7	16	2	-13	3%	-25%	4%
O=C(CCCC(=O)N1CCN(c2cccc(Cl)c2)CC1)c1ccccc1	0.5%	.	1%	3%	3	14	-1	4	-65%	-2%	3%
CC(c1ccco1)N(C(=O)Nc1ccc(Cl)cc1)c1ccccn1 (stereo unspecified)	-0.8%	6%	-3%	-2%	0	-9	0	3	?	-7%	7%
Cc1cc(C)cc(C(=O)NN2CCOCC2)c1	-1.0%	1%	-2%	3%	-15	21	3	9	2%	3%	-4%

Some of the entries so far, field by field:
> O=C(CCCC(=O)N1CCN(c2cccc(Cl)c2)CC1)c1ccccc1
  B2AR arrestin = 0.5%; GALK inh = .; PKM2 activator = 1%; USP2a block = 3%; KCNH2 WT inh = 3; Giardia kill = 14; FBPA coupling cs = -1; KCNH2 3.1 block = 4; BCR signal inh = -65%; Eya2 inh = -2%; uPA surface inh = 3%

> Cc1cc(C)cc(C(=O)NN2CCOCC2)c1
  B2AR arrestin = -1.0%; GALK inh = 1%; PKM2 activator = -2%; USP2a block = 3%; KCNH2 WT inh = -15; Giardia kill = 21; FBPA coupling cs = 3; KCNH2 3.1 block = 9; BCR signal inh = 2%; Eya2 inh = 3%; uPA surface inh = -4%
